# Screening results deposited in PubChem by National Center for Advancing Translational Sciences (NCATS).
# Menin-MLL TR inh = qHTS Assay for Inhibitors Targeting the Menin-MLL Interaction in MLL Related Leukemias: Competition With Texas Red Labeled MLL-derived Mutant Peptide; Menin + Texas Red MLL mutant peptide, fluorescence polarization; O00255; hit rate 0.23% among 270,000; Potency, µM (highest dose often 61.6 µM), without a hit: at the top dose FP activity change, negative = inhibition, actives largely listed as inhibitors; AID 1768, 2009; active = well fitted inhibition curve with a large enough effect in the polarisation, with a control signal flat, not every such curve was filed as active; inconclusive = small, poorly fitted or top-dose-only effect, or effect the other way, or a change in a side signal; inactive = no such curve, though single readings can be large or run the other way; the % refers to the polarisation; also: potency is read from the fitted curve at half-maximal effect; % of control where 0% means no effect; many of its hits are not listed in these tables
# TCR activator = Activators of T cell receptors: qHTS campaign | 330,000 tested, under 10 active | AID 504894, 2011 | primary human leukocytes, anti-CD3, IL-2 HTRF, 48 h | Potency, µM (doses to about 9.22 µM), for inactives: top-dose activation of IL-2 secretion, usual class: activators; also: % of control where 0% means no effect
#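 Primary human leukocytes receive a-CD3 beads and test compound and are incubated 48 hr. Secreted IL-2 is then assayed by HTRF, measuring 665nm acceptor emission after 320nm excitation of the europium donor.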
# TSHR antagonist = Antagonists of the Thyroid Stimulating Hormone Receptor: HTS campaign; Thyrotropin receptor (Homo sapiens), P16473; TSHR-expressing cells, TSH-stimulated cAMP HTRF, 2 h; hits give low values; activity change, negative = inhibition, % at 11.5 µM; hit rate 0.2% among 330,000;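 active = activity change below a set negative limit, meaning inhibition stronger than a set level, cut at about -70% in these data; inconclusive = activity change between two set negative limits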; also: % is scaled to controls: 0 for no effect and ±100 for the full control effect
# Target sequence (P16473 whole entry, looked up): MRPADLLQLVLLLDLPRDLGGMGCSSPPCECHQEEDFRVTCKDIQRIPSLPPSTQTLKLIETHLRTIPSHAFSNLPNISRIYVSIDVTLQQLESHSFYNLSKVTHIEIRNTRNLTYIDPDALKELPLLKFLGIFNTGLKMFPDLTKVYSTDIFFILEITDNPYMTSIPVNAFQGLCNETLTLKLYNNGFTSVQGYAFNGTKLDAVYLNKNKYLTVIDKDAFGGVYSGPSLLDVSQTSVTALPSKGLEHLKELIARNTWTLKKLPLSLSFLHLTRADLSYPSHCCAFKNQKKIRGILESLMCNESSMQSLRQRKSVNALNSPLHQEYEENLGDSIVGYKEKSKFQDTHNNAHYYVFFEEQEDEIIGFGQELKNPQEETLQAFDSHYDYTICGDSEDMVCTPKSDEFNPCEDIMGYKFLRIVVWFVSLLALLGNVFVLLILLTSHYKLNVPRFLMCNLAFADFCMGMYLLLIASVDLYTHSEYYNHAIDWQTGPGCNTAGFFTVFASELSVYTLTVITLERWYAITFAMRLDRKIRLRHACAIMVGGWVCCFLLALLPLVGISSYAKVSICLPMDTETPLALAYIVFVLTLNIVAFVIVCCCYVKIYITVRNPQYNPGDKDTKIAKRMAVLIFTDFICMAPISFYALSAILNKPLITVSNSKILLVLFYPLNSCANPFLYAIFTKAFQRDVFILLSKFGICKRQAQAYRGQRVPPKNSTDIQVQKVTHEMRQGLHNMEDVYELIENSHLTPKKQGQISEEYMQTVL
#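 Cell-based HTRF cAMP assay; TSHR cells + compound, TSH EC80 (4nM final), 2 h, 37 deg C. Lysis with anti-cAMP cryptate and cAMP-d2, 30 min RT, read 665/620 nm.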
# MBNL1-CUG inh = qHTS Assay for Inhibitors of MBNL1-poly(CUG) RNA binding | TR-FRET MBNL1-His/biotin-(CUG)12 binding, 665/545 ratio | AID 2675, 2010 | Muscleblind-like protein 1 (Homo sapiens), Q9NR56 | Potency, µM (doses to about 57.5 µM), without a hit: at the highest dose activity change, negative = inhibition, most hits filed as inhibitors | hit rate 0.036% among 280,000; active = well fitted inhibition curve with a large enough effect in the signal ratio, with a control signal flat, not every such curve was filed as active; inconclusive = small, poorly fitted or top-dose-only effect, or effect the other way, or a change in a side signal; inactive = no such curve, though single readings can be large or run the other way; the % refers to the signal ratio; also: potency is read from the fitted curve at half-maximal effect; % is scaled to controls: 0 for no effect and ±100 for the full control effect
#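 MBNL1-His + Biotin-(CUG)12, cpd titration 92 nM–58 uM; Tb anti-His Ab 0.055 ng/ul, SA-XL665 5 nM (final); 60 min RT; ratiometric 665/545 nm, Ex 340 nm; normalized to buffer and full-complex controls.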
# ASM inhibitor = Inhibitors of Secretory Acid Sphingomyelinase (S-ASM): qHTS. Sphingomyelin phosphodiesterase (Homo sapiens), P17405. placental ASM, HMU-PC fluorogenic substrate, 60 min. Potency, µM (titrated, usually from 57.5 µM), inactives show top-dose activity change, negative = inhibition, actives largely listed as inhibitors. hit rate 0.006% among 340,000; also: potency is read from the fitted curve at half-maximal effect
#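 Steps: dispense placental human ASM, pin compound, wait 10 min at room temperature, add HMU-PC0 substrate at 9 uM final, incubate 60 min at 37 °C, add stop solution raising pH to 10, read fluorescence.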
# Mito fusion act = qHTS Assay for Small Molecule Inhibitors of Mitochondrial Division or Activators of Mitochondrial Fusion; Potency, µM (titrated, usually from 46.1 µM), without a hit: at the highest dose growth rescue (activation), most hits filed as activators; S. cerevisiae fusion-defective mutant growth rescue, CellTiterGlo 48 h; hit rate 0.23% among 320,000;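 also: potency is read from the fitted curve at half-maximal effect; % of control where 0% means no effect; nearly all actives have a fitted effect of over 45% in size; temperature-sensitive fusion mutants such as fzo1-1 at 37 °C on non-fermentable ethanol glycerol medium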
#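 Compounds are tested for their ability to restore growth of mitochondrial fusion-defective yeast strains at non-permissive 37C in YPEG medium over 48 hours. Viability is quantified by luciferase luminescence.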
# CXXC DNA block = qHTS Fluorescence Polarization Assay for Inhibitors of MLL CXXC domain - DNA interaction; Histone-lysine N-methyltransferase 2A (Homo sapiens), Q03164; AID 2662, 2010; Potency, µM (highest dose often 115 µM), for inactives: top-dose activity change, negative = inhibition, most hits filed as inhibitors; MLL-CXXC / FITC-HOXA9 DNA fluorescence polarization; hit rate 0.037% among 290,000; active = well fitted inhibition curve with a large enough effect in the polarisation, with a control signal flat, not every such curve was filed as active; inconclusive = small, poorly fitted or top-dose-only effect, or effect the other way, or a change in a side signal; inactive = no such curve, though single readings can be large or run the other way; the % refers to the polarisation; also: potency is read from the fitted curve at half-maximal effect
#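 Steps: dispense CXXC domain solution (7 uM) → pin compounds or unlabeled HOX-A9 DNA control → 5 min ambient → add FLSN-HOX-A9 solution (50 nM) → spin → 30 min ambient → fluorescence polarization. Tris pH 7.5/NaCl/DTT/BSA buffer.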
# TSG101-PTAP inh = qHTS Assay for Iinhibitors of HIV-1 Budding by Blocking the Interaction of PTAP/TSG101; Potency, µM (series often up to 115 µM), without a hit: at the top dose activity change, negative = inhibition, most hits filed as inhibitors; Fluorescence polarization, FITC-PTAP peptide / Tsg101 binding; 340,000 tested, under 10 active; active = well fitted inhibition curve with a large enough effect in the main read-out, with a control signal flat, not every such curve was filed as active; inconclusive = small, poorly fitted or top-dose-only effect, or effect the other way, or a change in a side signal; inactive = no such curve, though single readings can be large or run the other way; also: potency is read from the fitted curve at half-maximal effect; % of control where 0% means no effect
#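 FP read-out: FITC-PTAP peptide, 50 nM final, binding Tsg101 binding domain, 10 uM final; 20 min, r.t.; 10 mM HEPES pH 7.5, 0.15 M NaCl, 0.01% Tween 20, 3 mM EDTA, 0.1 mM TCEP.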
# a7 integrin act = qHTS for Activators of Integrin-Mediated Alleviation for Muscular Dystrophy. hit rate 0.064% among 350,000. alpha7betagal myoblasts, beta-gal FDG fluorescence, 48 h. Potency, µM (titrated, usually from 38.3 µM), for inactives: top-dose activation, usual class: activators;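 also: potency is read from the fitted curve at half-maximal effect; 100% = response of the positive control SU9516; nearly all actives have a fitted effect of over 60% in size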
#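 Alpha7betagal+/- myoblasts (passage 13) were plated 16-24 hr, then exposed to compounds (1:260 dilution of DMSO stock) for 48 hours at 37C. After MPER lysis, β-galactosidase reporter activity was read as FDG fluorescence (ex 480/em 540) after 30 minutes.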
# A-T KAP1 phos = qHTS Assay for Identifying a Potential Treatment of Ataxia-Telangiectasia; […] A-T fibroblasts, KAP-1 phosphorylation AlphaLISA; neocarzinostatin DNA damage 30 min before lysis; Potency, µM (highest dose often 57.5 µM), without a hit: at the top dose activation, most hits filed as activators; hit rate 0.19% among 320,000; AID 485349, 2010; also: potency is read from the fitted curve at half-maximal effect; % of control where 0% means no effect; nearly all actives have a fitted effect of over 45% in size
#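 ATM-like activity read as KAP-1 phosphorylation via AlphaLISA donor/acceptor antibody pairs after lysis and 6 hr at 25C. Cells were ATM-null patient fibroblasts ([…], hTERT), dosed 60 min, then exposed to the DSB inducer NCS for 30 min.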
# Numbers without * were called inactive; u = inconclusive; x = not tested or not shown; [ ] = remark or other dose. Unless noted, calls follow the shape of the dose curve; as a rule, active = well fitted curve in the direction sought with a large enough effect; inconclusive = small, poorly fitted or top-dose-only effect, or another doubt; inactive = no such curve, though single readings can be large; an effect the other way counts as inactive or inconclusive. This is a subset; the hit share may differ from the screen's.
SMILES,Menin-MLL TR inh,TCR activator,TSHR antagonist,MBNL1-CUG inh,ASM inhibitor,Mito fusion act,CXXC DNA block,TSG101-PTAP inh,a7 integrin act,A-T KAP1 phos
CCCS(=O)(=O)N1CCN(S(=O)(=O)c2ccccc2[N+](=O)[O-])CC1,17%,x,5,5%,4%,-5%,-12%,1%,25%,-3%
CCCC/C(C)=N/NC(=O)C(=O)NCCc1ccccc1,19%,5%,7,3%,5%,-3%,10%,-1%,u,0%
COc1ccc(OC(=O)C2CC(=O)N(c3ccc(C)cc3)C2)cc1 (stereo not drawn),-6%,-24%,-8,1%,-2%,-6%,-6%,1%,5%,5%
CCN(CC)S(=O)(=O)c1ccc(NC(=O)C(C)N(c2ccc(OC)cc2)S(C)(=O)=O)cc1 (stereo not drawn),20%,-12%,14,-2%,-4%,1%,13%,-5%,28%,6%
COc1cc(OC)c2c(-c3cccc(-c4ccc(NC(C)=O)cc4)c3)cc(=O)oc2c1,39%[activator],1%[46.1 µM],2,x,27%,x,x,-7%,-24%,3%
COc1ccccc1NC(=O)CSc1nnc(Cc2cccn2C)n1-c1ccc(F)cc1,-12%,-4%,2,-5%,1%,6%,4%,2%,-7%,16%
C1=CN2CCC1C(c1ccccc1)C2 (stereo not drawn),-8%,-1%,-4,-3%,4%,8%,10%,2%,10%,-15%
CCC(=O)Nc1cccc(C(=O)Nc2nccs2)c1,4%,4%,7,-11%,4%,2%,-9%,-4%,41%,5%
O=C(CCn1c(=O)oc2ccc(Cl)cc21)NCCCN1CCOCC1,x,3%,17,-4%,7%,1%,57%[activator],-6%,16%,3%
Cc1cc(C)cc(N(CC(=O)N2CC=C(c3ccccc3)CC2)S(=O)(=O)c2c(C)noc2C)c1,-10%,-23%,11,14%,-3%,5%,-13%,-6%,-11%,7%
O=C(O)/C=C/c1ccc2c(-c3ccccc3)onc2c1,5%,-6%[46.1 µM],-2,3%,2%,-7%,-16%,-2%,-7%,-4%
CSc1cccc(NC(=O)C(C)C)c1,-6%,-1%,10,-2%,0%,7%,3%,2%,-15%,5%
Cc1ccc(CCP(=O)(O)CN2CCOCC2)cn1,-16%,-8%,-4,-3%,1%,1%,6%,-5%,20%,0%
O=C(OCc1nnc(-c2ccccc2)o1)C1CC(=O)N(Cc2ccco2)C1 (stereo not drawn),1%,-1%,0,1%,-2%,1%,-2%,-5%,16%,17%
CC1(C)C=C(c2ccc(C=O)s2)CC(C)(C)N1,10%,-2%,-6,u,-1%,6%,11%,-2%,0%,-2%
COC(=O)c1cccc(NC(=O)CCc2ccccc2)c1,-8%,-2%[46.1 µM],12,-3%,3%,-4%,-7%,-2%,4%,-8%
Cc1cc(SCC(=O)N/N=C/c2ccccc2C(=O)O)c(C)cc1Br,15%,3%,-7,-5%,8%,-6%,-4%,-6%,-13%,-1%
Cc1oc2ccccc2c1CNC(=O)N(C)C,x,4%,29,-6%,0%,-2%,2%,1%,6%,10%
CC(Oc1ccccc1)C(=O)Nc1nc(-c2ccccn2)cs1 (stereo not drawn),x,0%,-12,x,-8%,u,x,-3%,-39%[inhibitor],5%
CCOC(=O)C(C)Oc1c(Br)cc(C2NC(=O)NC(C)=C2C(C)=O)cc1OCC (stereo not drawn),-8%,x,5,9%,-3%,1%,6%,-3%,0%[7.66 µM],x
O=C(CNC(=O)c1ccncc1)N/N=C/c1ccccn1,5%,1%,4,5%,-1%,-13%,-10%,-1%,27%,1%
CCC1Oc2ccccc2N(CC(=O)NC2CCCC2)C1=O (stereo not drawn),1%,-4%,-4,-2%,0%,10%,6%,-2%,-7%,-6%
Cc1ccc(OCC(=O)NCc2cccs2)cc1,x,-4%,0,-4%,-1%,0%,-3%,-4%,-5%,1%
COc1ccc(-c2nn(-c3ccccc3)cc2/C=N/NC(=O)c2cccc(S(=O)(=O)Nc3ccccc3Cl)c2)cc1,16µM*,-4%[46.1 µM],-11,x,-3%,-2%,6%,-3%,-16%,3%
CCCCN(C(=O)COC(=O)c1ccc(C)s1)c1c(N)n(CCC)c(=O)[nH]c1=O,x,-17%,-21,x,2%,x,x,0%,34%,5%
O=C(CCNC(=O)c1ccc(Br)cc1)Nc1ccc(S(=O)(=O)Nc2ncccn2)cc1,x,0%,3,x,1%,-1%,x,-1%,15%,4%
Cc1ccc(CN2C(=O)/C(=C\c3ccc(C(=O)NCc4cccnc4)cc3)Oc3ccccc32)cc1,13%,1%[46.1 µM],4,-2%,x,1%,7%,x,x,10%
CC(=O)N(C)c1ccc(C(O)(C(F)(F)F)C(F)(F)F)cc1,0%,-2%,-1,-8%,6%,4%,-1%,0%,u,2%
CC1(C)Cc2c(c(N3CCCC3)[nH]c(=S)c2C#N)CO1,-7%,x,11,0%,x,-2%,-10%,x,x,-7%
CC1CCN(Cc2c(C(=O)N/N=C/c3ccc(C(F)(F)F)cc3)nnn2-c2nonc2N)CC1,23%,4%,-1,u,-2%,-2%,-5%,0%,-51%[inhibitor],-12%
Cc1ccc(S(=O)(=O)N2CCC(C(=O)N[C@@H](C)C(=O)NC3CCCCC3)CC2)cc1,-7%,6%,8,-3%,-1%,4%,3%,-2%,3%,0%
CC(=O)Nc1cccc(NC(=O)CSc2ncc(-c3ccccc3)[nH]2)c1,31%[activator],4%,-12,-4%,9%,0%,-3%,-3%,-4%,-9%
Cc1ccc(CNC(=O)Cn2nnc(C(=O)Nc3cc(C)ccc3C)c2N)cc1,12%,-5%,-2,0%,4%,-7%,-1%,-3%,u,0%
CCOC(=O)C1CCCN(C(=O)c2ccc(CS(=O)(=O)c3ccc(Br)cc3)o2)C1 (stereo not drawn),5%,2%,2,-5%,1%,0%,-5%,-4%,-6%,6%
O=C(Nc1ccc2c(c1)CCC2)c1cnn2c1NC(c1ccco1)CC2C(F)(F)F (stereo not drawn),2%,-1%,-1,-4%,0%,-1%,10%,-5%,-37%,12%
NS(=O)(=O)c1ccc(NC(=O)C(=O)NCCC(=O)O)cc1,x,-3%,-5,x,5%,0%,-3%,-2%,4%,2%
CN(Cc1nccn1C)C(=O)c1ccc2nc(Cc3ccccc3F)oc2c1,x,2%,-9,0%,2%,0%,9%,0%,4%,-8%
COC(=O)c1sccc1NC(=O)C1CCCCC1C(=O)O (stereo not drawn),21%,-31%,-3,-3%,3%,0%,-3%,-5%,u,10%
CC(C)(O)c1cc2ccccc2c(=O)o1,x,11%,-4,x,-5%,x,x,0%,29%,-13%
COc1ccccc1NC(=O)C(CC=C(Cl)Cl)C(C)=O (stereo not drawn),11%,5%,8,-2%,-2%,1%,-8%,-2%,6%,-4%
CC(C)c1ccccc1OCCNC(=O)c1cccnc1,-7%,3%,-40,1%,5%,-7%,25%,-1%,7%,0%
Cc1ccccc1NC(=O)CCN1CCc2ccccc2C1,u,-5%,22,6%,2%,-1%,-5%,-1%,-19%,7%
CN(C)S(=O)(=O)c1ccc(NC(=O)CCCNC(=O)c2ccc(Cl)cc2)cc1,19%,-9%,2,-5%,-1%,-1%,-5%,-6%,13%,3%
C=CCN1CCN(C(=O)CCc2ccccc2)CC1,-12%,x,-9,1%,-1%,1%,2%,0%,17%,6%
COc1ccc(N(C(=O)c2cnccn2)C(C(=O)NC2CCCCC2)c2cc(OC)c(OC)c(OC)c2)cc1 (stereo not drawn),-2%,5%,2,-6%,4%,-3%,3%,0%,0%,-7%
COc1ccc(NC(=O)c2oc3ccccc3c2NC(=O)C2CC2)c(OC)c1,x,-6%,-7,10%,48%[activator],-6%,3%,-4%,-18%,-9%
